Screens from PubChem.
HSP90 inh: blocks HSP90-mediated luciferase refolding in reticulocyte lysate | Rabbit reticulocyte lysate, luciferase refolding luminescence, 3 h | inhibition, % at 5.6 µM | 290,000 tested, 0.91% active | AID 1789;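 active = inhibition above the screen-wide mean plus 3 SD, computed separately per campaign, cut at about 16% in these data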;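 note: 0% = DMSO wells and 100% = 60 µM geldanamycin wells; inhibitors lower the luminescence because luciferase stays unfolded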
PolyA inh: blocks polyadenylation in yeast reporter cells; S. cerevisiae SKY197-pL101 polyadenylation reporter, beta-gal luminescence; efflux-impaired pdr1/pdr3 knockout yeast; score 100 = 6 SD above DMSO; calls only at 12 µM; 300,000 tested, 0.02% active;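 active = lowest replicate activity score at least 50, where 100 means six control SD above control mean; inconclusive = lowest score under 50 but half or more replicates reach 50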;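 note: yeast exposed to compound for 9 h at 30 °C; higher score means more reporter readthrough which indicates perturbed polyadenylation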
AI-2 QS mod: modulates the Vibrio harveyi AI-2 quorum sensing system; Vibrio harveyi JMH597 AI-2 luminescence/OD600 ratio, 9 h; stronger effect = lower value; strain lacks LuxN and CqsS sensors; 0 = neutral-control median; activity change, % at 7.5 µM; 300,000 tested, 0.4% active; in the data active = activity change below about -75%, passing the limit was not always enough; inconclusive = no clear call, values can overlap the other calls;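 note: luminescence divided by OD600 gain over 9 h not by final OD600 alone; inactives centre near 13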
HDAC3 inh: blocks human histone deacetylase 3 | O15379 | recombinant HDAC3, fluorogenic peptide/trypsin coupled, fluorescence | inhibition, % at 8.3 µM | 320,000 tested, 0.15% active | AID 2718; in the data active = inhibition above about 26%, passing the limit was not always enough; inconclusive = no clear call, values can overlap the other calls
Target sequence (O15379 whole entry, looked up): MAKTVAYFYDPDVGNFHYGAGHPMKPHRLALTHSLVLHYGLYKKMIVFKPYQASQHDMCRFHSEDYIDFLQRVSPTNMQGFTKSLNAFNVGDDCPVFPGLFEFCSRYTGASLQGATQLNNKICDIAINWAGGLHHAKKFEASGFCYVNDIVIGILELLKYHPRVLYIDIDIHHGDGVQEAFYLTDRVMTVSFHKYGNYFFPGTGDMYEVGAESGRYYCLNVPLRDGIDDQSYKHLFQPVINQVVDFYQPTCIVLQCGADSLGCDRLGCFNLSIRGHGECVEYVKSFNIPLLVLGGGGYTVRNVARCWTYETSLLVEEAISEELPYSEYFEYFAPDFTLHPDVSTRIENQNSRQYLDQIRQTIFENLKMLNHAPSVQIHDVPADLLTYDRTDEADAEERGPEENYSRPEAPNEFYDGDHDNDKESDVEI
Dyrk1A ADPGlo: blocks rat Dyrk1A kinase activity. 310,000 tested, 0.43% active. AID 504441. ADP-Glo luminescence, NFATc1 peptide. Q63470. inhibition, % at 12.5 µM; in the data active = inhibition above about 50%;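 note: plate controls were vehicle with enzyme for no effect and no enzyme for full effect; many of its hits are not listed in these tables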
GSK3beta inhib: inhibitors of human GSK3beta kinase; GST-GSK3beta kinase, ADP-Glo luminescence, 60 min; stronger effect = lower value; activity score (negative = inhibition), % at 10 µM; 300,000 tested, 0.038% active; AID 2097;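 active = more than half of replicate wells score below -50%, meaning over 50% inhibition versus plate controls; inconclusive = some replicates but at most half score below -50%; inactive = no replicate scores below -50%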;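 note: 0% = median DMSO wells and -100% = median GW8510 positive control wells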
Target sequence (P49841 whole entry, looked up): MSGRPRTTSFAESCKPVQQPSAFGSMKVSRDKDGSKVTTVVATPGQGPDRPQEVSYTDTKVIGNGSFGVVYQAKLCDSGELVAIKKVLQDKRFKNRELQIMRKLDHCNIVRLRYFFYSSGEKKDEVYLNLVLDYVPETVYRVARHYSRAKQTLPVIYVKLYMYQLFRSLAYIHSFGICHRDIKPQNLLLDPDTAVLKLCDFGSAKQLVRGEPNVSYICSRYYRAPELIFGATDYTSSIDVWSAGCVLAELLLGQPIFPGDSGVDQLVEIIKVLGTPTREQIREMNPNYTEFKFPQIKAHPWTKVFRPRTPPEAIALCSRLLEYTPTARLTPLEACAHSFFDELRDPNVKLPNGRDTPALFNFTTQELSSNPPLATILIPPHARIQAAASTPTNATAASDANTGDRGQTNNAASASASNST
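Test system – GST-tagged human GSK3beta kinase, cell-free · Incubation – 60 min enzyme reaction, room temperature · Signal – ADP-Glo luminescence · Also added – peptide substrate and ATP at 25 µM · Controls – DMSO neutral wells and GW8510 at 20 µM as positive · Buffer or medium – Tris/MgCl2 kinase buffer · Measure – Luminescence-derived activity versus plate DMSO and GW8510 wells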
HSF-1 act: increases HSF-1 driven luciferase reporter signal; NIH3T3-HGL HSF-1 luciferase reporter, MG132, 8 h; 100% = twice DMSO control signal; activation, % at 9 µM; 300,000 tested, 1.7% active;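 active = mean replicate activation of at least 50% with a set share of replicates each reaching 50%; inconclusive = only one of those two conditions met; inactive = mean below 50% and too few replicates reaching it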;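 note: 0% = median of the neutral control wells and 100% = twice that signal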
HSF1 inh: HSF1 inhibition | NIH3T3-HGL HSE-luciferase, MG132-induced, luminescence 8 h; stronger effect = lower value | 300,000 tested, 0.77% active | activity change, negative = inhibition, % at 7.5 µM (by protocol);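 active = more than half of replicate wells show activity change below -50%, luminescence cut by over half; inconclusive = some wells, but at most half, below -50%; inactive = no replicate well below -50%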;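 note: luciferase reports HSF-1 transcriptional activity via heat shock element; 0% = median of DMSO wells and -100% = zero luminescence signal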
GSK3 alpha inh: inhibitors of human GSK-3 alpha kinase | P49840 | ADP-Glo luminescence, 60 min | inhibition, % at 10 µM | 320,000 tested, 0.1% active | AID 2650;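 in the data active = inhibition above about 50%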;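 note: GST-tagged GSK-3 alpha with peptide substrate and 25 µM ATP; 0% = DMSO neutral wells and 100% = GW8510 positive control wells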
Platelet DG rel: modulates dense granule release in human platelets | human platelet-rich plasma, SFLLRN dense granule ATP release, luminescence | inhibition, %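 (compounds screened at 7.5 µM in platelet-rich plasma)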 | 300,000 tested, 0.22% active;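 active = mean replicate score, as percent of positive control, at or above 50; inconclusive = mean below 50 but at least one replicate at or above 50; inactive = mean and every replicate below 50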
* = called active by the depositor; i = inactive; u = inconclusive; x = no result given.

1	O=C(NCCc1nc2ccccc2[nH]1)c1cccc(Br)c1
2	Cc1ccc(S(=O)(=O)c2nc(S(=O)(=O)c3ccc(C)cc3)c(N3CCN(CCO)CC3)s2)cc1
3	CSc1ccccc1NC(=O)C1CCCO1 (stereo not drawn)
4	CC1(C)N([O-])C(c2cccs2)=C[N+]1=O
5	c1ccc(-n2nnc3ccccc32)nc1
6	COc1ccc(CCC(=O)NCc2cn3ccccc3n2)cc1
7	CCN(CCn1cccn1)Cc1c(C(=O)N2C[C@@H](C)O[C@@H](C)C2)nc2ccc(Cl)cn12
8	COc1cccc2cc(C(C)N(CCCN3CCOCC3)C(=S)Nc3cc(C)cc(C)c3)oc12 (stereo not drawn)

assay / entry,1,2,3,4,5,6,7,8
HSP90 inh,2,0,x,0,3,0,6,1
PolyA inh,x,x,i,i,i,i,i,i
AI-2 QS mod,13,11,24,12,8,-3,21,-13
HDAC3 inh,-3,0,5,1,0,-6,3,-4
Dyrk1A ADPGlo,-2,1,16,0,-5,3,5,-5
GSK3beta inhib,2,0,0,-3,-7,-2,0,-1
HSF-1 act,5,57*,-18,-8,14,-2,-15,5
HSF1 inh,4,10,4,-9,-2,-2,2,1
GSK3 alpha inh,0,9,-3,1,-3,-2,-1,-1
Platelet DG rel,-15,-9,1,-4,4,-4,-3,-1

Brought forward from above: three compounds; new compounds follow.
6	COc1ccc(CCC(=O)NCc2cn3ccccc3n2)cc1
7	CCN(CCn1cccn1)Cc1c(C(=O)N2C[C@@H](C)O[C@@H](C)C2)nc2ccc(Cl)cn12
8	COc1cccc2cc(C(C)N(CCCN3CCOCC3)C(=S)Nc3cc(C)cc(C)c3)oc12 (stereo not drawn)
9	Cc1c(CNC2CCC(C)CC2)c(C(=O)O)c(C)n1Cc1ccccc1 (stereo not drawn)
10	CCOC(=O)CC1(NC(=O)c2cc(COc3cccc(OC)c3)on2)CCCCC1
11	COc1ccc(OC)c(NC(=O)NCc2cccnc2)c1
12	CC(=O)Nc1ccc(-c2csc(NCCc3ccccc3)n2)cc1
13	CSc1nnc(Cc2cc(=O)[nH]c(=O)[nH]2)n1-c1cccc(C)c1
14	COc1cccc(CC(NC(C)=O)C(=O)NC2CCN(c3nc(C)cc(C)c3C#N)CC2)c1 (stereo not drawn)
15	CCOC(=O)c1sc(-c2ccc(F)cc2)cc1N
16	COc1ccc(N2C(=O)CSC23C(=O)N2CCCc4cccc3c42)cc1 (stereo not drawn)

assay / entry,6,7,8,9,10,11,12,13,14,15,16
HSP90 inh,0,6,1,-4,4,2,2,-5,-2,-1,4
PolyA inh,i,i,i,i,i,i,i,i,i,i,i
AI-2 QS mod,-3,21,-13,21,-9,1,19,25,-5,11,7
HDAC3 inh,-6,3,-4,-11,3,2,13,1,-4,-1,-8
Dyrk1A ADPGlo,3,5,-5,0,-3,-1,-2,6,2,-35,1
GSK3beta inhib,-2,0,-1,4,0,3,5,0,-12,1,-2
HSF-1 act,-2,-15,5,25,3,-3,18,-3,-9,47,21
HSF1 inh,-2,2,1,-1,-6,-9,5,-1,3,28,1
GSK3 alpha inh,-2,-1,-1,-1,-1,3,-1,0,3,-8,1
Platelet DG rel,-4,-3,-1,-8,-15,7,12,-3,0,4,-2

17	Cc1ccc(NC(=O)CSC2=Nc3ccccc3C3CC=NN23)c(C)c1 (stereo not drawn)
18	COc1ccccc1CNC(=O)Cc1ccc(C)cc1
19	Nc1nc(SCC(=O)O)[nH]c(=O)c1NC(=O)c1ccccc1F
20	O=C(COC(=O)CNS(=O)(=O)/C=C/c1ccccc1)Nc1cc(S(=O)(=O)N2CCCCC2)ccc1Cl
21	CCCCN1C(=O)CC(Nc2ccc(CC)cc2)C1=O (stereo not drawn)
22	COC(=O)COc1cc(=O)oc2ccc(NS(=O)(=O)c3ccccc3)cc12
23	COc1cc(C(=O)OCC#N)ccc1OCc1c(C)noc1C
24	COC(=O)CSC1=C(C#N)C(c2ccccc2F)CC(=O)N1 (stereo not drawn)

assay / entry,17,18,19,20,21,22,23,24
HSP90 inh,3,-3,2,2,2,0,-2,x
PolyA inh,i,i,i,i,i,i,i,i
AI-2 QS mod,7,4,8,10,25,10,2,7
HDAC3 inh,-4,10,-8,0,9,1,-7,0
Dyrk1A ADPGlo,1,-3,2,x,-9,5,-3,1
GSK3beta inhib,0,1,6,-3,1,2,-2,-5
HSF-1 act,7,-32,8,20,-5,-5,2,10
HSF1 inh,0,-20,3,5,4,5,-8,0
GSK3 alpha inh,1,1,-1,3,-2,1,-3,0
Platelet DG rel,2,0,-6,4,9,-8,-7,27

25	O=C(CN1CCc2ccccc21)Nc1ccc2c(c1)OCO2
26	O=C(COc1ccccc1Cl)Nc1cc(Cl)ccc1Oc1ccccc1
27	Cc1ccc(C2NC(=S)NC3=C2C(=O)CC(C)(C)C3)cc1 (stereo not drawn)
28	C[C@@H]1C=C(C(=O)N2CCOCC2)O[C@H](OCc2ccc(CO)cc2)C1
29	CC1CCCC(C)N1CCCNC(=O)c1cc2c(s1)-c1ccccc1OC2 (stereo not drawn)
30	CC(C)NC(=O)CSc1nnc(-c2ccc(S(=O)(=O)N3CCCC3)cc2)n1CC1CCCO1 (stereo not drawn)
31	Cc1cc(Cl)ccc1NNC(=O)c1cccs1
32	CCOC(=O)c1c(C)oc2ccc(OCC(=O)C(C)(C)C)cc12

assay / entry,25,26,27,28,29,30,31,32
HSP90 inh,1,-4,1,-3,1,0,1,2
PolyA inh,i,i,i,i,i,i,i,i
AI-2 QS mod,37,28,4,10,2,0,16,12
HDAC3 inh,-9,1,1,-2,-324,2,0,-4
Dyrk1A ADPGlo,-7,11,0,-3,x,2,x,-15
GSK3beta inhib,2,0,-3,-2,-1,-3,2,-2
HSF-1 act,4,-4,8,-20,-14,1,22,2
HSF1 inh,-1,-6,6,-5,0,0,4,0
GSK3 alpha inh,-2,-4,-2,-2,10,0,0,-1
Platelet DG rel,2,-4,18,6,3,7,1,-4

33	COc1ccc(C(=O)NCC(=O)OCC(=O)NCc2cccs2)cc1
34	CCOC(=O)C(NC(=O)c1cccnc1)(Nc1cccc(C)n1)C(F)(F)F (stereo not drawn)
35	Cc1cc(C(=O)N/N=C/c2ccccc2[N+](=O)[O-])c(C)o1
36	Cc1ccsc1CN(C)C(=O)c1ccc(Oc2ccccc2)cc1
37	COCc1cc(C)nc(SCc2ccc(F)cc2)c1C#N
38	Cn1ccnc1SCC(=O)NC1CC1
39	CCOC(=O)CN1C(=O)S/C(=C/c2ccc(C)o2)C1=O
40	COc1ccc(N2C(=O)CCC(C(=O)N(C)CCc3ccccn3)C2c2ccc(OC)c(OC)c2)cc1 (stereo not drawn)

assay / entry,33,34,35,36,37,38,39,40
HSP90 inh,2,0,-1,-5,3,-2,3,0
PolyA inh,i,i,i,i,i,i,i,i
AI-2 QS mod,19,45,4,-10,7,26,1,7
HDAC3 inh,-1,14,4,5,-1,2,1,-2
Dyrk1A ADPGlo,x,-1,-1,-3,1,-4,-3,6
GSK3beta inhib,-2,0,1,2,-1,-1,1,1
HSF-1 act,-8,-2,59*,-34,13,10,1,17
HSF1 inh,2,-8,28,-20,-4,-9,-1,-1
GSK3 alpha inh,-2,-2,-2,-2,-1,-1,0,7
Platelet DG rel,-4,-1,9,-1,-1,2,-1,14

41	CCOC(=O)C(=NC(C)CC)NNc1cccc(C(F)(F)F)c1 (stereo not drawn)
42	CC(=O)NC1C(=O)N=C(SC(C)C(=O)Nc2cccc(Cl)c2)NC1=O (stereo not drawn)
43	COc1cc(OC)cc(C(=O)N[C@H](C(=O)Nc2nc(-c3ccc(F)c(F)c3)cs2)C(C)C)c1
44	O=C1CCSc2ccc(Cl)cc2N1Cc1cccc(Cl)c1
45	Cc1nc(/C=C\C(=O)O)c2cc(C)oc2n1
46	COC(=O)c1ccc(Oc2ccc(C(F)(F)F)cn2)cc1
47	Cc1ccc2nc(-c3ccccn3)cc(C(=O)Nc3ccc(S(=O)(=O)N4CCOCC4)cc3)c2c1
48	COc1ccc(/C(C)=N/Nc2nc(C)cc(-c3ccccc3)n2)cc1

assay / entry,41,42,43,44,45,46,47,48
HSP90 inh,1,3,0,4,3,3,-3,x
PolyA inh,i,i,i,i,i,i,i,i
AI-2 QS mod,20,15,21,3,-14,23,11,30
HDAC3 inh,u,2,1,-2,-36,3,1,-1
Dyrk1A ADPGlo,-5,-1,-1,-7,0,0,-1,x
GSK3beta inhib,1,1,2,-1,0,-3,-3,0
HSF-1 act,6,9,19,7,1,-3,10,-2
HSF1 inh,1,2,-5,13,-5,2,7,8
GSK3 alpha inh,0,-1,1,-4,6,1,-5,-1
Platelet DG rel,-3,-3,-1,-5,-1,6,0,7

49	CCn1nc(C)c(C(=O)Nc2cc(Oc3cc(C)cc(C)c3)cc([N+](=O)[O-])c2)c1C
50	O=C(C1CCC1)N1CCN(S(=O)(=O)c2ccc(F)cc2)CC1
51	Nc1ncc(CN2CCCC(C(=O)Nc3ccc(-c4ccco4)cc3)C2)cn1 (stereo not drawn)
52	Cc1cc(NC(=O)C2CC(c3cccc(Br)c3)=NO2)no1 (stereo not drawn)

assay / entry,49,50,51,52
HSP90 inh,3,x,-3,2
PolyA inh,i,i,i,i
AI-2 QS mod,5,-3,18,14
HDAC3 inh,4,6,4,5
Dyrk1A ADPGlo,2,2,6,-5
GSK3beta inhib,1,-2,-2,2
HSF-1 act,20,2,1,2
HSF1 inh,7,-3,0,1
GSK3 alpha inh,-2,0,-1,-4
Platelet DG rel,2,-35,21,-16

Some of the compounds tested; the hit share may differ from the screen's.
